Screening data from PubChem BioAssay.
TrxR1 substrate = substrates of rat thioredoxin reductase 1. O89049. purified TrxR1 substrate turnover, NADPH consumption readout. Potency, µM (top dose mostly 114 µM), inactives show top-dose activity change, negative = substrate turnover. actives 0.01% (n = 390,000). AID 588456; note: potency is the fitted concentration of half-maximal effect; % is set by controls: 0 for no effect and ±100 for the full control effect; nearly all actives have a fitted effect of over 50% in size
Target sequence (O89049 whole entry, looked up): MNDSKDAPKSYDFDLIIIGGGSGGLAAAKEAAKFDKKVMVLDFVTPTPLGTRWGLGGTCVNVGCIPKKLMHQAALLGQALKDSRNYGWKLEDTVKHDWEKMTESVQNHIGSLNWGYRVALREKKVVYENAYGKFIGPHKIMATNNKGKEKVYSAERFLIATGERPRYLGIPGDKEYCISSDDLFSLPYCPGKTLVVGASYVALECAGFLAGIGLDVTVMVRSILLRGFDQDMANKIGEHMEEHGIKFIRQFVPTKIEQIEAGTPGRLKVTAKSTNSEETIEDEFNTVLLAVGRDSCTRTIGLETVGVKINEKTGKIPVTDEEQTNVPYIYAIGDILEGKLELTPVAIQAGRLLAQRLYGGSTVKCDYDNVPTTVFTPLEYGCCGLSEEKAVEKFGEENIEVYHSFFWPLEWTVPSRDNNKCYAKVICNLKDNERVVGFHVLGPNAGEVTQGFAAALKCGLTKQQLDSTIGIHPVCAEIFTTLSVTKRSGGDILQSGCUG
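Rat TrxR1, dispensed at 90 nM, was prereduced with 400 uM NADPH (final) for 5 min at ~22 deg C, then incubated with compound 15 min before 400 uM selenite. A first-read NADPH fluorescence drop versus no-compound background flagged substrates.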
Tb PGK inh = T. brucei PGK inhibition | P07378 | PGK/GAPDH coupled, Kinase-Glo luminescence, 60 min | Potency, µM (highest dose often 57.5 µM), inactives show at the top dose activity change, negative = inhibition, usual class: inhibitors | actives 0.043% (n = 380,000) | AID 602233; note: potency is the fitted concentration of half-maximal effect; % is set by controls: 0 for no effect and ±100 for the full control effect; nearly all actives have a fitted effect of over 60% in size
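Luminescent ATP detection (Kinase-Glo Plus) follows a 60-minute room-temperature incubation, with wells lacking PGK as controls. Buffer: 100 mM TEA (pH 7.6), 5 mM MgCl2, 0.01% Tween-20. Coupling enzyme GAPDH (100 nM final) supplies unstable 1,3-BPG in-well.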
TrxR1 inh = blocks rat thioredoxin reductase 1; recombinant rTrxR1, NADPH fluorescence consumption, selenite substrate; AID 588453; actives 1% (n = 390,000); Potency, µM (doses to about 114 µM), without a hit: at the highest dose activity change, negative = inhibition, most hits filed as inhibitors; O89049; note: potency is the fitted concentration of half-maximal effect; % is set by controls: 0 for no effect and ±100 for the full control effect; nearly all actives have a fitted effect of over 65% in size
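Rat TrxR1 (90 nM in the dispensed reagent) was pre-reduced with 400 uM NADPH for 5 min at room temperature, then incubated with compound for 15 min. After 400 uM selenite was added, NADPH fluorescence (Ex 340/Em 450 nm) was followed for 8 min.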
USP1-UAF1 inh = inhibitors of human USP1/UAF1 deubiquitinase; Potency, µM (titrated, usually from 57.1 µM), for inactives: at the highest dose activity change, negative = inhibition, usual class: inhibitors; actives 0.23% (n = 390,000); O94782; recombinant USP1/UAF1, Ub-Rhodamine cleavage fluorescence; note: potency is the fitted concentration of half-maximal effect; % is set by controls: 0 for no effect and ±100 for the full control effect; nearly all actives have a fitted effect of over 60% in size; inactives centre near -12
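USP1/UAF1 complex at 1 nM was preincubated with compound for 15 min at room temperature, then Ub-Rho substrate (150nM final) was added. Fluorescence (480/540 nm) was read kinetically, 6 reads every 60 seconds.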
Pin1 inhibitor = human Pin1 inhibition. Q13526. Pin1 FP peptide displacement, HiFluor488, 10 min. Potency, µM (highest dose often 115 µM), for inactives: at the top dose activity, negative = inhibition, most hits filed as inhibitors. actives 0.009% (n = 390,000). AID 504891; active = well fitted inhibition curve with a large enough effect in the polarisation, with a control signal flat, not every such curve was filed as active; inconclusive = small, poorly fitted or top-dose-only effect, or effect the other way, or a change in a side signal; inactive = no such curve, though single readings can be large or run the other way; the % refers to the polarisation; note: potency is the fitted concentration of half-maximal effect; % is set by controls: 0 for no effect and ±100 for the full control effect
Target sequence (Q13526 whole entry, looked up): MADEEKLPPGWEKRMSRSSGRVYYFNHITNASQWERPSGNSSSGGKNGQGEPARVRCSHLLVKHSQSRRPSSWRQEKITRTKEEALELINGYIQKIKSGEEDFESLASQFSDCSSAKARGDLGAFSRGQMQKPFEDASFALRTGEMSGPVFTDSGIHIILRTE
mIDH1 inhibitor = human IDH1 R132H inhibition; O75874; IDH1-R132H enzyme, NADPH consumption, diaphorase/resazurin fluorescence; Potency, µM (titrated, usually from 76.6 µM), for the others: at the top dose activity change, negative = inhibition, most hits filed as inhibitors; actives 0.093% (n = 390,000); AID 602179; note: potency is the fitted concentration of half-maximal effect; % is set by controls: 0 for no effect and ±100 for the full control effect; nearly all actives have a fitted effect of over 65% in size
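IDH1-R132H (0.5 ug/mL) preincubated 30 min with compound, then NADPH (0.016 mM) and alpha-KG (2 mM) added; 80 min at RT, pH 7.5. Remaining NADPH coupled via diaphorase/resazurin to fluorescence (540/590 nm); concentration-response curves normalized to no-enzyme control.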
PI4K2A block = blocks human PI4K2A kinase activity | activity change, negative = inhibition, % at 76.9 µM | Q9BTU6 | actives 0.13% (n = 420,000) | purified PI4K2A, ADP-Glo luminescence, 1 h; hits give low values; in the data active = activity change below about -50%; inconclusive = mostly about -30% to -49%;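 note: -100% = wells without enzyme as full effect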
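PI4K2A activity was measured by ADP-Glo luminescence: enzyme (4 ug/mL stock) and phosphatidylinositol (1.2 mM stock) in Tris pH 7.5/MgCl2/EGTA/Triton X-100 buffer were reacted with ATP (300 microM stock) for one hour at ambient temperature.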
GLS inh = glutaminase GLS (human) inhibition | AID 624170 | GLS enzymatic activity, qHTS titration | Potency, µM (top dose mostly 45.5 µM), inactives show at the highest dose activity change, negative = inhibition, most hits filed as inhibitors | actives 0.21% (n = 410,000) | O94925; note: potency is the fitted concentration of half-maximal effect; % is set by controls: 0 for no effect and ±100 for the full control effect
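hKGA; 45 mM KH2PO4 pH 8.2 + 0.02% Tween-20; cpd via pin tool; 1 mM Gln soln; GluOx/HRP/Amplex Red; RT 30 min; fluor. t0 & final.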
HP1b binding inh = inhibitors of HP1-beta chromodomain binding to methylated histone tails | P83916 | AID 540317 | Potency, µM (titrated, usually from 114 µM), for inactives: at the top dose activity change, negative = inhibition, most hits filed as inhibitors | AlphaScreen HP1-beta / biotin-H3K9me3 peptide binding | actives 0.56% (n = 390,000); note: potency is the fitted concentration of half-maximal effect; nearly all actives have a fitted effect of over 70% in size; inactives centre near 23
Target sequence (P83916 whole entry, looked up): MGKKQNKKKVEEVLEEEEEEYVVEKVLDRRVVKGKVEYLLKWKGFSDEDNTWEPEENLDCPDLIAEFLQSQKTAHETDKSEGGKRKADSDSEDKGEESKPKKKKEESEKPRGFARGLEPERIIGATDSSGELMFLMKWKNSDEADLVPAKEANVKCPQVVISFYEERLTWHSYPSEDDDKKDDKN
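HP1-beta protein (50 nM final) preincubated 30 min at room temperature with biotinylated H3(1-18)K9me3 peptide (50 nM) in PBS pH 7.4, 0.01% Tween-20, then compound added for 30 min. AlphaScreen streptavidin donor/nickel chelate acceptor beads (10 ug/mL final), 30 min dark, luminescence read.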
An asterisk follows results filed as active; i = inactive; ? = inconclusive; / = no result given; [ ] = remark or other dose. Unless noted, calls come from the whole dose curve; as a rule, active = well fitted curve in the direction sought with a large enough effect; inconclusive = small, poorly fitted or top-dose-only effect, or another doubt; inactive = no such curve, though single readings can be large; an effect the other way counts as inactive or inconclusive. These rows are one share of the data; the hit share may differ from the screen's.

Structure,TrxR1 inh,PI4K2A block,HP1b binding inh,GLS inh,mIDH1 inhibitor,TrxR1 substrate,Pin1 inhibitor,USP1-UAF1 inh,Tb PGK inh
O=C(NC1CC(=O)N(c2cccc(F)c2)C1)N1CCN(C(=O)c2ccco2)CC1 (configuration not stated),9%,-1,34%,-2%,1%,4%[57.1 µM],-2%,-27%,1%
COc1cccc(N(CC(=O)N2CCN(Cc3ccccc3)CC2)S(C)(=O)=O)c1,/,2,/,-9%,-5%,/,/,-23%,-10%
CCOCc1nnc(NC(=O)C2c3ccccc3Oc3ccccc32)s1,26%[57.1 µM],2,18%,11%,22%,10%[57.1 µM],-4%,-25%,-7%
COc1ccc(/C(O)=C2/C(=O)C(=O)N(c3ncccn3)C2c2ccc(OC)cc2)cc1 (configuration not stated),-3%,-4,51%[activator],10%,-5%,-8%,4%,-19%,-2%
CCCCOc1ccc(CNC(=O)C2COc3ccc(OC)cc3C2)cc1 (configuration not stated),3%[57.1 µM],-1,41%[activator][57 µM],5%,0%,2%[57.1 µM],4%,-11%,-7%
COc1ccc(C2=NN(CN3C(=O)C(=O)c4ccccc43)C(c3ccc(C)cc3)C2)cc1 (configuration not stated),-14%,17,-28%,-12%,2%,-12%,-5%,-14%,-1%
COC(=O)c1[nH]c2ccc(C)cc2c1NC(=O)CN1CCN(Cc2ccccc2)CC1,-13%,2,-24%,2%,2%,20%,1%,0%,11%
Cc1nc2c(oc3ccc(Cl)cc32)c(=O)[nH]1,-1%,-5,61%[activator],10%,-1%,-2%,-12%,-10%,0%
COC(=O)c1ccc(CSc2nnc(CNC(=O)c3ccc(OC)cc3)o2)o1,5%,2,52%[activator],5%,-3%,0%,-7%,-17%,-6%
O=C(O)CSc1nnc(-c2ccc(Cl)cc2Cl)n1-c1ccccc1,10%,0,27%,2%,2%,1%,-12%,-31%,i
O=c1o[nH]c(-c2ccccc2)c1-c1ccccc1,16%[11.4 µM],-3,-5%,-4%,0%,1%[11.4 µM],-1%,6%,i
COCCNC(=O)CCc1ccc(S(=O)(=O)Nc2ccc(C)cc2)cc1,6%,1,5%,10%,3%,-12%,-8%,9%,4%
Cc1cc(NC(NC(=O)c2ccco2)(C(F)(F)F)C(F)(F)F)no1,-8%,-1,16%,13%,2%,-4%,2%,5%,2%
COc1cccc(S(=O)(=O)N2CCN(C(=O)c3ccco3)CC2)c1,18%,1,48%[activator],-5%,2%,0%,-1%,-11%,i
CC(=O)CCc1oc2ccc(C)cc2c1-c1ccccc1,7%[57.1 µM],1,24%,-7%,20%,8%[57.1 µM],-10%,-16%,-5%
COCc1n[nH]c(=S)n1-c1cccc2ccccc12,-13%,0,17%,-3%,8%,5%,-11%,-20%,-5%
CC(C)c1ccc(N(C(=O)c2csnn2)C(C(=O)NC(C)(C)C)c2ccncc2)cc1 (configuration not stated),16%,-2,26%,2%,0%,4%,-12%,-2%,/
O=CN(Cc1nc2ccccc2[nH]1)c1ccc(C(=O)O)cc1,-6%,-5,-16%,-17%,-6%,-4%,-1%,?,-4%
C=CCn1c(C)nnc1SCC(=O)Nc1cc(S(=O)(=O)N2CCCC2)ccc1Cl,18%[57.1 µM],0,35%,-2%,-1%,-9%,-2%,-33%,i
Clc1ccccc1CSc1nc(NCCc2ccccc2)c2ccccc2n1,21%[57.1 µM],3,39%[activator],1%,8%,-2%[57.1 µM],-7%,?,8%
O=C(COC(=O)/C=C/c1cccc(F)c1)Nc1ncccn1,1%,2,-5%,?,9%,4%,-16%,-23%,-11%
CCOC(=O)c1ccc(NC(=O)Nc2cc3c(cc2N2CCCC2)n(C)c(=O)n3C)cc1,-5%,3,16%,19%,-9%,-3%,-1%,-20%,-3%
COc1cccc(CN(C)C[C@H]2OCc3cnnn3CCCC(=O)N([C@H](C)CO)C[C@@H]2C)c1,/,4,/,-9%,6%,/,/,-25%,-7%
CC(C)CCOC(=O)C1[C@H]2C(=O)N(Cc3cccs3)C[C@]23C=C[C@H]1O3 (some centres not stated),-17%,3,32%,5%,0%,-7%,-2%,5%,-3%
COc1ccc(COC(=O)C2CCN(C(=O)c3ccc(Cl)cc3)CC2)cc1F,14%,1,69%[activator],3%,1%,-2%,1%,-25%,-1%
Cc1nc2cc(C(=O)OCC(=O)N(CC(C)C)C3CCS(=O)(=O)C3)ccc2n1-c1ccccc1 (configuration not stated),12%,6,19%,-1%,2%,7%,-1%,-9%,-6%
NCCCC[C@H]1CN=C(N)N1CC1CCCCC1,18%,6,35%,-5%,-2%,5%,-6%,-25%,-4%
COC(=O)c1c(-c2cccnc2)csc1NC(=O)c1cc(C)on1,15%,-7,-20%,5%,-7%,1%,97%[activator],-15%,2%
CC1(C)CC(=O)C2=C(C1)Nc1[nH]c(=S)[nH]c(=O)c1C2c1ccccc1 (configuration not stated),?,6,-3%,-18%,7%,-4%,3%,-19%,-1%
Clc1ccc(C2NCCc3sccc32)cc1 (configuration not stated),13%[57.1 µM],5,20%,0%,13%,5%[57.1 µM],-1%,?,-7%

The last five entries of the part above open the next one.
Structure,TrxR1 inh,PI4K2A block,HP1b binding inh,GLS inh,mIDH1 inhibitor,TrxR1 substrate,Pin1 inhibitor,USP1-UAF1 inh,Tb PGK inh
Cc1nc2cc(C(=O)OCC(=O)N(CC(C)C)C3CCS(=O)(=O)C3)ccc2n1-c1ccccc1 (configuration not stated),12%,6,19%,-1%,2%,7%,-1%,-9%,-6%
NCCCC[C@H]1CN=C(N)N1CC1CCCCC1,18%,6,35%,-5%,-2%,5%,-6%,-25%,-4%
COC(=O)c1c(-c2cccnc2)csc1NC(=O)c1cc(C)on1,15%,-7,-20%,5%,-7%,1%,97%[activator],-15%,2%
CC1(C)CC(=O)C2=C(C1)Nc1[nH]c(=S)[nH]c(=O)c1C2c1ccccc1 (configuration not stated),?,6,-3%,-18%,7%,-4%,3%,-19%,-1%
Clc1ccc(C2NCCc3sccc32)cc1 (configuration not stated),13%[57.1 µM],5,20%,0%,13%,5%[57.1 µM],-1%,?,-7%
COc1ccc(CNC(=O)CSc2nccn(-c3ccc(F)c(F)c3)c2=O)cc1,0%,-1,36%,1%,2%,13%,15%,-15%,-6%
CN(C)C1(CNC(=O)c2cccc(S(=O)(=O)NCc3ccccc3)c2)CCCCC1,7%,0,24%,4%,-1%,-6%,-1%,-2%,-1%
Cc1ccc(S(=O)(=O)N2CCN(Cc3ccccc3)CC2)cc1,16%,5,67%[activator],1%,21%,-5%,2%,-16%,-1%
O=C(NCCCCc1ccccc1)C1CC(c2ccccc2C(F)(F)F)=NO1 (configuration not stated),-9%[57.1 µM],1,48%[activator],5%,20%,-1%[57.1 µM],-2%,-7%,i
Cc1ccc(NC(=O)c2cnccn2)c(Br)c1,4%[57.1 µM],-9,20%,3%,0%,2%[57.1 µM],-8%,-6%,6%
COc1ccc2oc(C)c(C(=O)Cn3ccnc3)c2c1,-8%[57.1 µM],0,48%,-9%,0%,3%[57.1 µM],-9%,-17%,i
Cc1cc(C)cc(NC(=O)CN2CCc3cc4c(cc3C2C)OCCCO4)c1 (configuration not stated),3%,-2,17%,10%,1%,-2%,-1%,-14%,-8%
COC(=O)c1cn(NC(=O)/C=C/c2ccc(OC)c(OC)c2)c(=O)c2ccccc12,-9%,1,14%,7%,1%,6%,0%,-8%,9%
COc1ccc(-c2cc(C(=O)NC3CCCC3)c3ccccc3n2)cc1OC,23%,-5,3%,4%,9%,36%[activator],-2%,-14%,-9%
O=C(c1cccc(NS(=O)(=O)c2ccc(Br)cc2)c1)N1CCCCC1,5%,-2,20%,1%,3%,-2%,1%,-15%,3%
COCCn1cnc2c1c(=O)n(Cc1ccc(Br)cc1)c(=O)n2Cc1ccccc1,3%[57.1 µM],1,21%,-6%,-7%,-4%[57.1 µM],14%,-10%,-1%
O=C(NCc1ccc2c(c1)CCN2C(=O)c1ccncc1)c1ccccc1F,13%[57.1 µM],-6,16%,-22%,-21%,-5%[57.1 µM],0%,?,15%

Two entries from above in another layout.
Under each structure – TrxR1 inh	PI4K2A block	HP1b binding inh	GLS inh	mIDH1 inhibitor	TrxR1 substrate	Pin1 inhibitor	USP1-UAF1 inh	Tb PGK inh
Cc1ccc(NC(=O)c2cnccn2)c(Br)c1
    4%[57.1 µM]	-9	20%	3%	0%	2%[57.1 µM]	-8%	-6%	6%
COc1ccc2oc(C)c(C(=O)Cn3ccnc3)c2c1
    -8%[57.1 µM]	0	48%	-9%	0%	3%[57.1 µM]	-9%	-17%	i
